# Screens as filed in PubChem.
# Pf apPOL block: Pf-apPOL DNA polymerase inhibition. inhibition, % at 10 µM. Recombinant Pf-apPOL, molecular beacon fluorescence, 1.5 h. hit rate 0.25% among 210,000. AID 1794808
# mHTT-CaM PPI inh: disrupts binding of mutant huntingtin to calmodulin; inhibition, % at 15 µM; P42858; hit rate 3.6% among 190,000; AlphaScreen His-mHTT/GST-CaM binding, luminescence;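 also: 0% = both proteins with DMSO and 100% = one protein alone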
# Starred values were filed as active, the others as inactive; · = no result given; & = joins results of further samples. Rule as the data show it: active = inhibition above about 50%; inactive = the rest. This is a subset. The share of hits here may be higher or lower than overall.
SMILES,Pf apPOL block,mHTT-CaM PPI inh
COc1ccc(S(=O)(=O)N2CCN(CCNC(=O)C(C)(C)C)CC2)cc1,-5,-9
FC(F)(F)c1ccc(-n2ccnc2)nc1,-1,·
CCOc1coc(C(=O)NCCc2ccc(Cl)cc2)cc1=O,-8,-9
Clc1ccccc1N=C1SCCS1,-2,·
Cc1c(Cl)cccc1NC(=O)c1ccccc1N(Cc1ccccc1)S(C)(=O)=O,-4,30
Cc1ccsc1C(=O)N1CCCn2cc(-c3ccccc3)nc21,-2,6
Cc1ccc(C(=O)Nc2ccc3c(c2)Sc2ncccc2C(=O)N3C)cc1F,-3,15
Cc1ccc(NC(=O)N2CCc3cn(C)c4cccc(c34)C2)cc1Cl,-2,-6
CCCCN(CC)CC(=O)N1CCCc2c1c(=O)oc1ccc(O)cc21,-2,0
Cc1nccnc1-c1ccnn1S(=O)(=O)c1ccccc1,1,·
O=C(NCCc1ccccn1)C1CCN(c2cnn(Cc3ccccc3)c(=O)c2)CC1,-6,9
CCOc1ccc(NC(=O)C(=O)NCCN2CCOCC2)cc1,-8,-9
O=C1CSC2=NCN(c3cccc(Br)c3)CN12,1,-1
Cc1cccc(-n2c(-c3ccc(Cl)cc3)cn3c4c(=O)n(C)c(=O)n(C)c4nc23)c1,4,8
CCOc1ccc(NC(=O)N2CCCC2c2cc(C)on2)cc1 (centres undefined),-2,-1
CC12CC(O)C3c4ccc(O)cc4CCC3C1CCC2=O (centres undefined),5,-1
CCOC(=O)CNC(=O)N1CCN(Cc2nc3cccnc3n2-c2cccc(F)c2)CC1,6,3
O=C(NCc1ccc(F)cc1)c1cc2n(n1)CCCN(Cc1ccc(Cl)cc1)C2=O,2,2
Cc1sc2nc(CN3CCN(C)CC3)[nH]c(=O)c2c1C,-2,0
Cc1c(NC(=O)c2cc(-c3ccccc3Cl)nc3ccccc23)c(=O)n(-c2ccccc2)n1C,-1,8

# Exported with two lines to a compound: entries from further up
# Values run as follows: Pf apPOL block	mHTT-CaM PPI inh
O=C(NCc1ccc(F)cc1)c1cc2n(n1)CCCN(Cc1ccc(Cl)cc1)C2=O
  2	2
Cc1sc2nc(CN3CCN(C)CC3)[nH]c(=O)c2c1C
  -2	0

# (continued)
SMILES,Pf apPOL block,mHTT-CaM PPI inh
CS(=O)(=O)Nc1ccc2c(c1)CCCN2C(=O)c1ccco1,-6,-6
O=C(NCc1cc(F)cc(F)c1)C1CCc2sc(C(=O)N3CCCC3)cc2C1 (centres undefined),-2,1
COc1ccc(Cl)cc1NC(=O)CN(c1ccccc1)S(=O)(=O)N(C)C,-6,0
CN(C)CCCN(C(=O)c1cc2cc([N+](=O)[O-])ccc2s1)c1nc2ccccc2s1,7,1
CCOC(=O)C1CCN(C(=O)c2cc3c(s2)CN(C2CC2)C3)CC1,-6,28
O=C(c1ccc(OCc2ccccc2)cc1)N1CCN(c2ccc([N+](=O)[O-])cc2)CC1,3,9
O=C(Nc1ccc(-n2nncc2-c2ccco2)cc1)c1cccc(F)c1,-6,1
CC(=O)c1cccc(NC(=O)Cn2cc3c(n2)CCCC3)c1,1,-9
COc1cc(OC)cc(C(=O)NCC2Cc3cccc(F)c3O2)c1 (centres undefined),2,-2
O=C(Nc1csc(-c2cccc(Cl)c2Cl)n1)OCc1cc(Cl)cc(Cl)c1,-6,·
COc1ccc(-c2cn3ccn(-c4cc(F)cc(F)c4)c(=O)c3n2)cc1OC,-2,2
N#CC1c2ccccc2C=CN1C(=O)C1=CCCCC1 (centres undefined),2&4,-2
Cc1nnc(NC(=O)CSc2cn(Cc3ccc(F)cc3)c3ccccc23)s1,1,7
CC(C)NC(=O)c1csc(COc2cccc3ccccc23)n1,2,-2
CCC1CCCCN1S(=O)(=O)c1ccc(C)c(C)c1 (centres undefined),4,11
Cc1c(Br)c([N+](=O)[O-])nn1CC(=O)N1CCOCC1,-2,-10
CCCc1nnsc1C(=O)NCC(O)c1cccs1 (centres undefined),-2,-27
Cc1cc(Cl)ccc1OCCCC(=O)NCc1cccnc1,-3,-9
Cc1cc(C)n(-c2cc(NCCNC(=O)c3sc(-c4ccccc4)nc3C)ncn2)n1,-8,1
COc1ccc(S(=O)(=O)Nc2nc(C)c(C(=O)NCCC3=CCCCC3)s2)cc1,-13,-4
Cc1nc2nc(SCC(=O)NC(C)(C)C)nn2c(C)c1Cc1ccc(Cl)cc1,7,8
COc1ccc(NC(=O)COc2ccccc2Br)c([N+](=O)[O-])c1,2,8
Cc1nnc(SCCC(=O)Nc2ccccc2Br)s1,-8,4
CCN1CCN(Cc2c(O)cc(C)c3c2OC(=Cc2cc4cc(Br)ccc4o2)C3=O)CC1,-3,35
COc1ccc2[nH]cc(CCN3CC(C(=O)Nc4nncs4)CC3=O)c2c1 (centres undefined),-3,3
COc1ccc(C(C)=O)cc1CSc1nnc(C(O)c2ccccc2)n1-c1ccccc1 (centres undefined),2,1
COc1ccc(CN2CCC(N3CCCCC3)CC2)cc1,-3,2
O=C1CN(C(=O)COc2ccc(Br)cc2)c2ccccc2N1,-3,-2
c1csc(-c2cc(CN3CCSCC3)[nH]n2)c1,-7,5
Cc1cc(C)n(-c2ccccc2Cl)c(=O)c1C(=O)O,-4,-1
CCOCCSC1=C(C#N)C(c2ccccc2)C(C(C)=O)=C(C)N1 (centres undefined),0,-27
Cc1ccc(C)c(N2CCN(C(=O)NC(C)C)C(C)C2=O)c1 (centres undefined),-2,-1
O=C(CC1CCN(S(=O)(=O)c2cccs2)CC1)NCCN1CCCCC1,2,3
O=C(CNS(=O)(=O)c1cccs1)NCc1cccnc1,-3,0
COc1cccc(NC(=O)N2CCc3nc(-c4ccccc4)ncc3C2)c1,-3,4
COc1ccc(-c2nc3c(c(=O)[nH]2)CCN(C(=O)c2cccc(OC)c2OC)C3)cc1,1,-8
COc1ccc(S(=O)(=O)N2CCN(CC(=O)Nc3ccc4c(c3)OCO4)CC2)cc1,-2,5
Cc1cc(O)c(C=Nc2cc(Cl)ccc2O)cc1C,-8,52*
COc1cc(OC)c(NC(=O)CNC(=O)Cn2c(C)cc3ccccc3c2=O)cc1Cl,-2,17
O=C(Cc1c(F)cccc1Cl)N1CCc2nc3cc(-c4ccccc4)[nH]n3c(=O)c2C1,0,18
O=C(c1ccc(F)c(F)c1)N1CCc2nc(-c3ccc(F)cc3)ncc2C1,-4,5
Cc1ccn2cc(C(=O)NCc3ccccc3C)nc2c1,-2,-6
CCC(C)NC(=O)C1c2cc(OC)c(OC)cc2C(=O)N(C)C1c1ccc(OC)cc1 (centres undefined),-4,9
COc1ccc(OC)c(NC(=S)NCCO)c1,-3&6,·
CS(=O)(=O)N1N=C(c2ccco2)CC1c1ccc2nccnc2c1 (centres undefined),-8,-10
Cc1ccc2oc(C(=O)NCc3c(F)cccc3F)cc2n1,-7,-19
CCOc1ccc(C(=O)NC2CCCC2)cc1Cl,-10,2
COc1cc(C2Nc3ccccc3-c3nc4ccccc4n32)cc(OC)c1OC (centres undefined),-8,-7
O=C(Nc1ccccc1N1CCOCC1)c1sc2ccccc2c1Cl,-4&-2,-5
O=C1C2C3C=CC(CC3)C2C(=O)N1c1ccc(Br)cc1 (centres undefined),0,-2

# Complete entries as entered above. Order of values: Pf apPOL block, mHTT-CaM PPI inh
# Cc1cc(C)n(-c2cc(NCCNC(=O)c3sc(-c4ccccc4)nc3C)ncn2)n1 is entered as -8, 1
# CCOC(=O)CNC(=O)N1CCN(Cc2nc3cccnc3n2-c2cccc(F)c2)CC1 is entered as 6, 3
# O=C(Nc1ccc(-n2nncc2-c2ccco2)cc1)c1cccc(F)c1 is entered as -6, 1
# N#CC1c2ccccc2C=CN1C(=O)C1=CCCCC1 (centres undefined) is entered as 2&4, -2
# COc1ccc(NC(=O)COc2ccccc2Br)c([N+](=O)[O-])c1 is entered as 2, 8

# (continued)
SMILES,Pf apPOL block,mHTT-CaM PPI inh
Cn1c(=O)nc2n(-c3cccc(Cl)c3)c3ccccc3cc-2c1=O,-2,-4
CN(C)c1ccc(-c2nnc3c(n2)c(=O)n(C)c(=O)n3C)cc1,0,-1
COc1ccc2nc(SCc3cccc([N+](=O)[O-])c3)nc(C)c2c1,11,-3
CS(=O)(=O)N(CC(=O)Nc1ccc(I)cc1)c1ccc(Cl)cc1,7,-4
CCn1c(N2CCC(C(=O)Nc3cccc(C(F)(F)F)c3)CC2)cc(=O)n(C)c1=O,-4,30
CCCCn1c(Oc2ccccc2Cl)nc2c1c(=O)n(C)c(=O)n2C,-5,-9
O=C(NCCc1ccccc1)c1nnc(N2CCCC2)c2ccccc12,-2,-5
COc1ccc(CC(=O)NNC(=S)NCC2CC2)cc1OC,-7,·
Cc1cc(I)ccc1NC(=O)c1cccnc1Cl,-5,3
CC(=O)c1ccc(NC(=O)CN2CCC(c3nc(-c4ccc(F)cc4)no3)CC2)cc1,0,6
O=C(NCCCNc1ccc([N+](=O)[O-])cc1)c1cc(F)c(F)cc1Cl,-4,0
CCN(CC)C(=O)Cn1cnc2sc(C(=O)Nc3cccc(C(F)(F)F)c3)c(C)c2c1=O,-2,22
COc1ccccc1NC(=O)c1sc2ncn(Cc3c(F)cccc3Cl)c(=O)c2c1C,-18,-1
CN(C)c1ncncc1N1CCC(C(=O)Nc2ccc(Cl)cc2)CC1,-7,-2
Cc1oc2cc(O)ccc2c(=O)c1-c1c(F)cccc1Cl,-9,-2
N#CC(=CNc1cc(C(F)(F)F)cc(C(F)(F)F)c1)C(=O)c1ccc(OC(F)(F)F)cc1,-1,·
CCCCN1CCN(C(=O)c2ccnc(N3CCNC(c4ccccc4)C3)c2)CC1 (centres undefined),0,-3
O=C(CCSc1ccccc1)NC1CCCC1,-2,-5
COc1cccc(CNC(=O)C2CCN(c3ncnc4c3nc3n4CCCCC3)CC2)c1,-1,-2
O=C(NCCc1cccnc1)C1CCCN(c2nnc3ccc(C(F)(F)F)cn23)C1 (centres undefined),0,2
COc1cccc(NC(=O)Nc2nnc(SCc3ccc(F)cc3)s2)c1,-8,-2
CCN(CC)c1cc(CNC(=O)Nc2ccc(OC)cc2)ccn1,-1,11
Cc1ccccc1-c1nc(COc2ccc3c(c2)OCO3)no1,-1,17
Fc1ccccc1C1CC(c2cccc(Br)c2)Nc2ncnn21 (centres undefined),-9,19
COc1cccc(C(=O)Nc2nnc(-c3ccccc3)s2)c1,4,3
O=C(Cc1ccccc1F)N1CCCC(OCc2nc(C3CC3)no2)C1 (centres undefined),-2,-9
Cc1ccccc1NC(=O)C1CCCN(c2ncc(-c3ccccc3)cn2)C1 (centres undefined),-1,-2
COc1ccc(/C=C2/C(=O)ON=C2C)cc1Cl,-5,12
O=C1N=C(c2ccccc2)S/C1=C/c1ccc2c(c1)OCO2,1,-3
CCn1ccc2c(cc(C(=O)Nc3ccc(OC)c(Cl)c3)n2C)c1=O,0,-4

# Looked up one by one from above, 2 records:
SMILES,Pf apPOL block,mHTT-CaM PPI inh
O=C1N=C(c2ccccc2)S/C1=C/c1ccc2c(c1)OCO2,1,-3
Cc1ccccc1NC(=O)C1CCCN(c2ncc(-c3ccccc3)cn2)C1 (centres undefined),-1,-2

# Next results.
SMILES,Pf apPOL block,mHTT-CaM PPI inh
CCc1nc2n[nH]c(N)c2c2c1COC(C)(C)C2,·,-5
O=C(NCC1COC2(CCCC2)O1)c1cc(Cl)ccc1[N+](=O)[O-] (centres undefined),3,-6
O=C(NCCn1ccc2ccccc21)c1cc2ccccc2oc1=O,-3,-6
O=C1C(=Cc2ccc3c(c2)OCO3)Oc2cc(O)ccc21,-2,7
Cn1c(CNC(=O)C2CCc3sc(C(=O)N4CCCC4)cc3C2)nc2ccccc21 (centres undefined),-3,5
CC(NC(=O)c1ccccc1)C(O)c1ccccc1 (centres undefined),-2,-2
Fc1ccc(N2CCN(Cc3cnc(-c4ccccc4)[nH]3)CC2)cc1,-4&-5,·
CCC(=O)Nc1cccnc1-c1ccc(C(=O)Nc2ccc(C)c(C)c2)cc1,1,3
CN1CCN(S(=O)(=O)c2cccc(F)c2)c2ccccc21,-2,6
COc1cccc(-c2cc(C3CCN(C(=O)Nc4ccccc4OC)CC3)[nH]n2)c1,1,16
CCOc1ncccc1C(=O)Nc1ccc(Nc2ccccc2)cc1,-2,85*
COc1cccc(C2Oc3ccccc3C3CC(c4cccs4)=NN32)c1O (centres undefined),8,51*
CC1CC(C(F)(F)F)n2nc(C(=O)O)cc2N1 (centres undefined),2,-2
CC1CCc2c(sc3ncn(CC(=O)O)c(=O)c23)C1 (centres undefined),-7,5
Cc1c(C=O)c2ccccc2n1CC(=O)NCc1cccs1,-1,0
CCOc1ccccc1C(=O)Nc1c2c(nn1-c1ccc(C)cc1)CSC2,-6,25
Cc1ccccc1N=c1scc(-c2ccccc2)n1Cc1ccco1,0,73*
CC(C)C[C@H]1COc2cccc(F)c2S(=O)(=O)N1Cc1cn(Cc2ccc(C(F)(F)F)cc2)nn1,1,-5
NS(=O)(=O)c1ccc(N=Cc2ccc(Br)cc2)cc1,0,-1
COc1ccc(S(=O)(=O)N(CCC#N)C2CCc3ccccc32)cc1OC (centres undefined),-11,·
Cc1cc(=O)n(CC(=O)Nc2ccc(C)c(C)c2)c(N2CCCC2)n1,3,-4
COc1ccccc1/C=C1\N=C(c2ccc(C(C)(C)C)cc2)OC1=O,-2,0
CSc1nc(N)nc(-c2ccncc2)n1,4&5,·
CN(C)c1ccc(NC2=C(n3nnc4ccccc43)C(=O)c3ccccc3C2=O)cc1,-9,51*
O=C(Nc1ccccc1)c1cccc(I)c1,2,-10
